Assay outcomes as filed in PubChem BioAssay.
KCNH2 3.1 inh: qHTS for Inhibitors of KCHN2 3.1: Mutant qHTS. 340,000 compounds, 0.95% hits. activity change, % (tested at about 1.8 µM). U2OS KCNH2 3.1, thallium flux FluxOr; hits give low values. Potassium voltage-gated channel subfamily H member 2, brain isoform KCNH2 3.1 (human);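 active means maximum activity change below -70%; inconclusive means maximum activity change from -70% to -50%; inactive means maximum activity change above -50%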;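 further: thallium influx rate constant from kinetic fluorescence after stimulation buffer; on the % scale 0 is the no-effect control and ±100 the full control effect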
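Normalized rate constant (relative to positive and negative DMSO controls) derived from a 2 min kinetic fluorescence read after stimulation; U2OS cells expressing the 3.1 isoform via virus at 1.77 x 10^8 /mL.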
A-T KAP1 phos: qHTS Assay for Identifying a Potential Treatment of Ataxia-Telangiectasia; […] A-T fibroblasts, KAP-1 phosphorylation AlphaLISA; neocarzinostatin DNA damage 30 min before lysis; Potency, µM (series often up to 57.5 µM), for the others: at the top dose activation, hits mostly activators; 320,000 compounds, 0.19% hits; further: potency means the concentration at half of the fitted maximal effect; % of control where 0% means no effect; nearly all actives have a fitted effect of over 45% in size
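hTERT-immortalized A-T patient fibroblasts ([…]), 500 cells/well in OPTI-MEM, 1% FBS, got compounds for 60 min, then NCS for 30 min at 37C. Lysates were then assayed for phospho-KAP-1 by AlphaLISA (anti-pKAP1 donor, anti-KAP1 acceptor beads), 6 hr at 25C.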
S-ASM inh: Inhibitors of Secretory Acid Sphingomyelinase (S-ASM): qHTS | 340,000 compounds, 0.006% hits | AID 504937, 2011 | Potency, µM (doses to about 57.5 µM), for inactives: top-dose activity change, negative = inhibition, usual class: inhibitors | placental ASM, HMU-PC fluorogenic substrate, 60 min | Sphingomyelin phosphodiesterase (Homo sapiens), P17405; further: potency means the concentration at half of the fitted maximal effect
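qHTS format. ASM enzyme prepared from human placenta hydrolyses the fluorogenic substrate HMU-PC0 (9 uM final) over 60 min at 37 °C after a 10 min compound preincubation.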
GALK inh: qHTS Assay for Inhibitors of Human Galactokinase (GALK); P51570; Purified GALK, Kinase-Glo residual ATP luminescence; Potency, µM (doses to about 57.5 µM), inactives show at the highest dose activity change, negative = inhibition, hits mostly inhibitors; 270,000 compounds, 0.007% hits; AID 1868, 2009; further: potency means the concentration at half of the fitted maximal effect; on the % scale 0 is the no-effect control and ±100 the full control effect
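Galactose (100 uM) and ATP (35 uM) were turned over by 5 nM GALK for 1 h at RT. Kinase-Glo Plus then converted the remaining ATP into a luminescent signal.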
TRPV1 agonist: HTS Assay for Compounds that Act as Agonists of the Vanilloid Receptor 1; Transient receptor potential cation channel subfamily V member 1 (Homo sapiens), Q8NER1; TRPV1-expressing cells, Fluo-8 calcium influx, agonist mode; activation, % at 8.33 µM; 320,000 compounds, 0.19% hits; in the data active means activation above about 80%; inconclusive means between about 30% and that limit; further: 0% is about no effect
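TRPV1-expressing cells were cultured overnight at 35.5C and loaded with Fluo-8 calcium dye for 40 to 90 min at room temperature. After a 10 s baseline, compound was added and calcium influx was read kinetically for 3 min (ex 480/em 520 nm).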
a7 integrin act: qHTS for Activators of Integrin-Mediated Alleviation for Muscular Dystrophy; alpha7betagal myoblasts, beta-gal FDG fluorescence, 48 h; Potency, µM (top dose mostly 38.3 µM), for the others: top-dose activation, actives largely listed as activators; 350,000 compounds, 0.064% hits;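 further: potency means the concentration at half of the fitted maximal effect; 100% = response of the positive control SU9516; nearly all actives have a fitted effect of over 60% in size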
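Alpha7betagal+/- myoblasts (passage 13) were plated 16-24 hr, then exposed to compounds (1:260 dilution of DMSO stock) for 48 hours at 37C. After MPER lysis, β-galactosidase reporter activity was read as FDG fluorescence (ex 480/em 540) after 30 minutes.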
CXXC DNA block: qHTS Fluorescence Polarization Assay for Inhibitors of MLL CXXC domain - DNA interaction; Histone-lysine N-methyltransferase 2A (Homo sapiens), Q03164; MLL-CXXC / FITC-HOXA9 DNA fluorescence polarization; Potency, µM (titrated, usually from 115 µM), for the others: at the top dose activity change, negative = inhibition, most hits filed as inhibitors; 290,000 compounds, 0.037% hits; active means well fitted inhibition curve with a large enough effect in the polarisation, with a control signal flat, not every such curve was filed as active; inconclusive means small, poorly fitted or top-dose-only effect, or effect the other way, or a change in a side signal; inactive means no such curve, though single readings can be large or run the other way; the % refers to the polarisation; further: potency means the concentration at half of the fitted maximal effect
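Purified MLL-CXXC (added from a 7 uM solution) was preincubated 5 min at ambient with pinned compounds in 50 mM Tris-HCl pH 7.5, 50 mM NaCl, 1 mM DTT, 0.05% BSA. Fluorescein-labeled HOX-A9 DNA (50 nM solution) followed, 30 min, then polarization read.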
Coupling enz: qHTS Assay for Inhibitors of Fructose-1,6-bisphosphate Aldolase from Giardia Lamblia: Coupling assay counterscreen. coupling enzyme system counterscreen, AmpLite Red fluorescence. activity change, negative = inhibition, % at 58.2 µM, hits read low. 290,000 compounds, 0.67% hits. AID 2472, 2010; in the data active means activity change below about -30%; further: on the % scale 0 is the no-effect control and ±100 the full control effect
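Final compound at 57.5 uM, incubated 10 min at RT with coupling enzyme reagent (glyceraldehyde-3-phosphate), then 20 min with substrate and AmpLite Red detection. Fluorescence read at 525/598 nm; tests interference with the coupling assay, not aldolase inhibition.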
MBNL1-CUG inh: qHTS Assay for Inhibitors of MBNL1-poly(CUG) RNA binding; Muscleblind-like protein 1 (Homo sapiens), Q9NR56; 280,000 compounds, 0.036% hits; AID 2675, 2010; Potency, µM (doses to about 57.5 µM), without a hit: at the highest dose activity change, negative = inhibition, most hits filed as inhibitors; TR-FRET MBNL1-His/biotin-(CUG)12 binding, 665/545 ratio; active means well fitted inhibition curve with a large enough effect in the signal ratio, with a control signal flat, not every such curve was filed as active; inconclusive means small, poorly fitted or top-dose-only effect, or effect the other way, or a change in a side signal; inactive means no such curve, though single readings can be large or run the other way; the % refers to the signal ratio; further: potency means the concentration at half of the fitted maximal effect; on the % scale 0 is the no-effect control and ±100 the full control effect
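His-tagged MBNL1 binding to biotinylated (CUG)12 RNA was measured by TR-FRET using terbium anti-His antibody (0.055 ng/ul final) and streptavidin-XL665 (5 nM final). Compounds were titrated 92 nM to 58 uM; 60 min at room temperature.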
KCNH2 WT inh: qHTS for Inhibitors of KCHN2 3.1: Wildtype qHTS; activity change, % at 1.84 µM; U2OS, BacMam KCNH2, thallium flux FluxOr; hits give low values; AID 720551, 2013; 340,000 compounds, 0.37% hits;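 active means maximum activity change below -70%; inconclusive means maximum activity change between -70% and -50%; inactive means maximum activity change above -50%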; further: on the % scale 0 is the no-effect control and ±100 the full control effect
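U2OS cells transduced with wild-type KCNH2 virus are loaded with FluxOr dye for 45 min, and thallium flux is measured in kinetic reads before and after stimulation buffer. Rate constants are normalized to DMSO controls.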
Starred values were filed as active, the others as inactive; ? = inconclusive; nt = no result given; [ ] = dose if it differs, or a comment. Unless noted, the call rests on the fitted dose curve; in most records, active means well fitted curve in the direction sought with a large enough effect; inconclusive means small, poorly fitted or top-dose-only effect, or another doubt; inactive means no such curve, though single readings can be large; an effect the other way counts as inactive or inconclusive. The order is random. About 2% of those tested had a hit in this group.

SMILES | KCNH2 3.1 inh | A-T KAP1 phos | S-ASM inh | GALK inh | TRPV1 agonist | a7 integrin act | CXXC DNA block | Coupling enz | MBNL1-CUG inh | KCNH2 WT inh
Nc1nonc1-n1nnc(C(=O)N/N=C/c2ccc(Cl)cc2Cl)c1CN1CCOCC1 | 12 | -9% | -3% | -2% | -4 | 1% | 20% | 5 | 0% | 4
COc1ccc(C2=NCCn3cccc32)c(OC)c1 | 5 | 2% | 35% | nt | 4 | -3% | 0% | 3 | -4%[11.5 µM] | -4
O=C(CSc1ncnc2c1cnn2-c1ccccc1)Nc1ccc2c(c1)OCO2 | -29 | 0% | -14% | 4% | 2 | -15% | 15% | 0 | 4% | 12
C/C(=N\Nc1ccc(C(F)(F)F)cn1)c1ccncc1 | 9 | -1% | -1% | 1% | 6 | -1% | 10% | -5 | nt | 1
Cc1c(C)c2ccc(OCC(=O)NCCN3CCOCC3)c(C)c2oc1=O | 13 | 1% | -1% | 7% | -2 | -8% | -2% | 3 | -4% | -15
CCOCCCN(C(=O)c1snc(C(N)=O)c1N)C(C(=O)NCCC(C)C)c1ccc(F)cc1 (stereo not given) | 25 | -7% | 208%[activator] | 2% | 18 | 6% | -10% | 1 | 18% | -5
CCCCOC(=O)c1ccc(NC(=S)N2CCN(c3ncc4c(=O)c(C(=O)O)cn(CC)c4n3)CC2)cc1 | 19 | -9% | -14% | -1% | 0 | ? | -3% | 1 | -5% | -9
Cc1scc(C(=O)N/N=C/c2ccc(OC(C)C)cc2)c1C | -2 | 1% | -4% | -2% | ? | -5% | 12% | 1 | 14% | 39
COc1cccc(C(=O)Nc2ccc3c(c2)CCCN3C(=O)c2cccs2)c1OC | -7 | -1% | -5% | 3% | 8 | -27% | 11% | nt | -3% | -5
CC(NC(=O)c1ccc(Cn2cc([N+](=O)[O-])cn2)cc1)c1ccccc1 (stereo not given) | -2 | 2% | -1% | 1% | 0 | -16% | 11% | 1 | nt | -5
COc1ccc(OCC(=O)c2c(O)c3ccccc3oc2=O)cc1 | nt | 2% | -3% | 1% | -2 | 9%[7.66 µM] | -5% | 2 | 3% | -23
Cc1ccccc1S(=O)(=O)c1cc(C#N)c(=O)[nH]c1N | nt | 0% | 7% | 8% | -1 | 26% | -5% | 11 | nt | 32
O=C(Cn1c(=O)c2cccn2c2ccccc21)NCCc1ccc(Cl)cc1 | -7 | -11% | -2% | 1% | -1 | -24% | 10% | nt | 47%[activator] | -2
CC(C)c1nc2sc3c(SCCN(C)C)ncnc3c2c2c1CCC2 | -2 | nt | -8% | nt | nt | -13% | nt | nt | nt | -9
CC12CCC(C/C1=N\N=C1\NC(=O)/C(=C\c3cccc(Br)c3)S1)C2(C)C (stereo not given) | -13 | 13% | nt | -5% | ? | -16% | -1% | -1 | -3% | 3
Cc1ccc(OCC(=O)N2CCN(c3nnc(-c4ccccc4)c4ccccc34)CC2)cc1 | -70* | nt | -8% | 4% | 15 | -7% | 17% | 4 | 1% | -16
O=C(CSc1nnc(NC(=O)Cc2ccccc2)s1)NCC1CCCO1 (stereo not given) | -6 | 4% | 5% | 9% | -2 | 5% | 5% | 3 | -2% | 2
COc1cccc(-n2c(C)nnc2SCC#N)c1 | -22 | -9% | 1% | 1% | 2 | ? | 3% | 4 | 6% | 7
CCOc1ccc(C(C)=O)cc1CN1C(=O)NC2(CCCCCCC2)C1=O | 8 | 3% | 4% | 12% | 20 | 23% | -3% | 0 | 2% | -6
CN(CC(=O)Nc1c(Cl)cccc1Cl)C(=O)C1CCN(C(=O)Nc2ccccc2)CC1 | 2 | -1% | -2% | nt | 0 | -3% | nt | nt | nt | 8
COc1cccc(CNc2ccc3c(c2)ncn3C(C)C)c1OC | -2 | 13% | -2% | 1% | nt | -1% | -7% | -8 | 14% | 14
Cc1cc(NC(=O)CCC(=O)N(Cc2ccco2)C2(C(=O)NC3CCCC3)CCC(C)CC2)no1 (stereo not given) | 3 | 1% | 0% | -1% | 3 | -12% | -13% | 0 | -7% | -4
CCN1C(=O)[C@H]2[C@@H](c3ccc(OC)cc3)N3C(=O)CN(CCOC)C(=O)[C@@]3(Cc3ccccc3)[C@H]2C1=O | -8 | 3% | 11% | nt | 2 | -19% | -1% | -1 | -2% | 6
Cc1ccc(C)c(-n2cc(CN3CCNC(=O)CC3)c(-c3ccccc3)n2)c1 | 9 | 1% | -2% | 1% | 13 | -23% | 10% | 10 | -3% | 8
CCCCN(Cc1ccccc1)C(=O)C1CCC(=O)N(CCc2ccccn2)C1 (stereo not given) | -7 | 5% | 4% | 5% | 3 | 9% | 10% | nt | -1% | -6
O=C(CN1CCC(NC(=O)c2ccco2)CC1)Nc1cccc2ccccc12 | 0 | 5% | -2% | -3% | 3 | -12% | 11% | -1 | 9% | 4
O=C(Nc1ccc(Oc2cccnc2)cc1)C1CCN(Cc2ccccc2)CC1 | -3 | -18% | nt | -7% | -7 | -13% | 12% | nt | -8% | 2
CCCC1/C(=N/O)CC(c2ccccc2)NC1c1ccccc1 (stereo not given) | -17 | 0% | -1% | -2% | 24 | 8% | -3% | 1 | -1% | -1
O=S(=O)(c1cccc(-c2n[nH]c(=S)n2-c2cccc(C(F)(F)F)c2)c1)N1CCOCC1 | 17 | -4% | 2% | nt | nt | 3% | nt | nt | nt | 12
CC(C)(C)c1ccc(-c2nc(NCc3cccnc3)c3ccccc3n2)cc1 | nt | 2% | -3% | 0% | 13 | -35% | 15% | 1 | 20% | 8
O=C(Nc1cc(C(F)(F)F)ccc1-n1cnc2ccccc21)c1ccccc1 | 0 | 3% | 9% | 1% | ? | 1% | 7% | 2 | -8% | 5
CCOc1ccc(S(=O)(=O)N2CCN(C(=S)NCC3CCCO3)CC2)cc1 (stereo not given) | 10 | 7% | 7% | nt | 1 | -5% | nt | nt | nt | -4
Cc1ccccc1C(=O)NCCN=C1NS(=O)(=O)c2ccccc21 | -1 | 18% | -1% | 2% | nt | -15% | -1% | 3 | 0% | 1
COc1ccc(/C(O)=C2/C(=O)C(=O)N(CC3CCCO3)C2c2cccc(O)c2)cc1 (stereo not given) | 5 | 2% | 2% | -1% | 0 | 25% | -6% | 10 | 12% | -2
COc1ccc(NC(=S)NNC(=O)C2CC2c2ccc(C)cc2)cc1 (stereo not given) | -4 | 6% | -2% | nt | 5 | -22% | -5% | 2 | -12%[11.5 µM] | -2
CCN(CC)CCn1c(=O)n(-c2ccc(Cl)cc2)c(=O)c2c3c(sc21)CN(C)CC3 | -26 | 26% | 240%[activator] | -1% | nt | -66%[inhibitor] | 33%[activator] | -1 | 7% | 3
Cc1ccc(NC2=NCCCCC2)cc1 | -4 | nt | 1% | -1% | -5 | 1% | 0% | 0 | -3% | -1
Cn1ncc(N)c1C(=O)Nc1cccc(C(F)(F)F)c1 | -7 | 1% | -9% | 4% | -2 | 2% | 0% | 2 | 6% | -11
O=C1OCCC1Sc1nnc(-c2ccccc2Cl)n1Cc1ccccc1 (stereo not given) | 3 | 5% | 1% | 2% | 0 | 12% | -10% | 3 | ? | -1
CC12C=CC3(O1)C(C(=O)N1CCCOC13)C2C(=O)O (stereo not given) | 17 | 10% | 3% | 0% | 2 | -7% | 1% | 4 | -15% | 2
Cc1onc(-c2ccccc2)c1C(=O)Nc1nc(-c2ccccc2)cs1 | -22 | -1% | -5% | -4% | 1 | -23% | 25% | 0 | 3% | -6
COc1cc(OC)c2c(-c3cccc(-c4ccc(OC)c(F)c4)c3)cc(=O)oc2c1 | -4 | 5%[11.5 µM] | -10% | nt | nt | -22% | nt | -4 | nt | -6
CCCCC[C@H](O)/C=C/C1C(=O)C=C[C@H]1C/C=C\CCCC(=O)OC (stereo not given in full) | -17 | nt | -6% | nt | nt | -42% | nt | nt | nt | 3
